# Peg3 imprint – genomic imprint erasure induction; Potency, µM (top dose mostly 60.7 µM), for the others: top-dose activity change, positive = activation, usual class: activators; mouse ES Peg3-LacZ reporter, beta-gal luminescence, 40 h; hit rate 0.02% among 110,000;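 note: 0% = negative control wells on the plate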
#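 Gelatin-coated wells received 300 freshly trypsinized female ES cells with a Peg3LacZ-Neo reporter on the maternal allele, then incubated 40 hours at 37C. BetaGlo was added for 5 minutes at room temperature before a single luminescence read.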
# p53ts 32C tox – kills p53ts cells at the permissive temperature; H1299-p53A138V at 32C, ATP luminescence viability, 24 h; Potency, µM (titrated, usually from 46.1 µM), for the others: top-dose activity change, negative = cytotoxicity, hits mostly cytotoxic; hit rate 0.93% among 130,000; AID 924;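 note: 0% = DMSO and -100% = full killing by reference compound; nearly all actives have a fitted effect of over 55% in size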
#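 Cells: H1299 p53ts (A138V), 600/well, pre-incubated 16–30 h at 37C. Cpd up to 46 uM, 24 h, 32C. Readout: ATPlite luminescence, 20 min RT. Normalization: DMSO vs tamoxifen 100 uM. AC50 by Hill equation.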
# IkB sig inh – suppresses IkB signaling in ABC-DLBCL reporter cells; AID 445; hit rate 0.04% among 110,000; ABC-DLBCL IkBa-CBG/CBR dual luciferase ratio, 4 h; response scale: scaled: untreated 0%, proteasome inhibitor 100%; Potency, µM (doses to about 57.1 µM), for inactives: at the highest dose IkBa stabilization activation; active = well fitted curve in the direction sought with a large enough effect in the signal ratio, not every such curve was filed as active; inconclusive = small, poorly fitted or top-dose-only effect, or a change in a side signal; the % refers to the signal ratio;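 note: the direction sought is a rising ratio; 0% = basal untreated cells and 100% = reference inhibitor full response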
#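 Luminescence ratio of IκBα-fused green versus native red beetle luciferase in OCI-Ly3 cells, 4 h post-doxycycline with compound; red signal alone, scaled from basal (0%) to zero light (-100%), flagged nonspecific or cytotoxic effects.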
# p53ts 39C tox – p53ts cell cytotoxicity, nonpermissive temperature. Potency, µM (series often up to 46.1 µM), for inactives: top-dose activity change, negative = cell killing, usual class: cytotoxic. AID 902. hit rate 1.5% among 130,000. H1299-p53A138V viability at 39C, ATP luminescence, 24 h; note: nearly all actives have a fitted effect of over 55% in size
# Starred values were filed as active, the others as inactive; ? = inconclusive; / = no result given; [ ] = dose if it differs, or a comment. Unless noted, calls come from the whole dose curve; as a rule, active = well fitted curve in the direction sought with a large enough effect; inconclusive = small, poorly fitted or top-dose-only effect, or another doubt; inactive = no such curve, though single readings can be large; an effect the other way counts as inactive or inconclusive. Unless noted, % is set by controls: 0 for no effect and ±100 for the full control effect; potency is the fitted concentration of half-maximal effect.
SMILES,Peg3 imprint,p53ts 32C tox,IkB sig inh,p53ts 39C tox
CCCNC(=O)CCn1nc(-c2ccccc2)c2ccccc2c1=O,2%[10.9 µM],3%,2.4%,6%
COc1ccc(-c2noc(-c3ccc(NC4CCCCC4)c([N+](=O)[O-])c3)n2)cc1OC,-16%[10.9 µM],-6%,-0.8%,-8%
Cc1cccc(C)c1OCCn1c(C2CC(=O)N(Cc3ccc(F)cc3)C2)nc2ccccc21 (configuration not stated),-20%[10.9 µM],-6%,-0.2%,8%
COc1ccccc1N1CCN(C(=O)CCn2cnc3onc(-c4ccc(F)cc4)c3c2=O)CC1,4%[10.9 µM],0%,?,-8%
COc1cccc(-n2nnnc2SCC(=O)Nc2cccc(C)n2)c1,-4%,-1%,?,-5%
Cc1ccc(NC(=O)CC2Sc3ccccc3NC2=O)c(C)c1 (configuration not stated),?,-3%,1.1%,-8%
Cc1nnc(SCC(=O)Nc2ccc(Cl)cn2)[nH]c1=O,/,-7%,/,5%
O=C(OCCN=C1NS(=O)(=O)c2ccccc21)c1cccnc1,-1%,7%,-1.2%,-13%
COc1ccccc1N1CCN(C(=O)CSc2n[nH]c(-c3ccccc3Cl)n2)CC1,-11%[10.9 µM],-7%,-1.9%,-8%
CCC(=O)NCCCOc1ccccc1,-13%,-6%,13%,5%
CCN(CC)CCOC(=O)c1ccc(NC(=O)c2cc3cc(OC)ccc3oc2=O)cc1,-7%[10.9 µM],0%,?,14%
CCOc1ccccc1NC(=O)Cn1c(=O)n(-c2ccc(C)c(C)c2)c(=O)c2oc3ccccc3c21,-14%[10.9 µM],3%,3.2%,-7%
COc1ccccc1NS(=O)(=O)c1ccc(Cl)cc1,-13%,9%,6.5%,7%
Cc1nc(C(C)(C)O)n(-c2ccccc2)n1,-16%,9%,3.6%,7%
CCN(CC)CCOC(=O)c1ccc(NC(=O)c2cc3cccc(OC)c3oc2=O)cc1,-26%[10.9 µM],-5%,-148%,49%[activator]
CC(=O)N1c2ccc(S(=O)(=O)NCC3CCC(C(=O)Nc4cc(C)cc(C)c4)CC3)cc2CC1C (configuration not stated),-13%[10.9 µM],6%,?,6%
COc1ccccc1Nc1nc(N)nc(CSc2nccc(C)n2)n1,-2%,5%,-1.5%,-6%
Cc1c(Cl)cccc1NC(=O)CN1C(=O)c2ccccc2Sc2ncccc21,-9%[10.9 µM],7%,0.1%,-18%
NCC1CCC(C(=O)O)CC1 (configuration not stated),-11%,8%,1.5%[25.6 µM],-24%
Cc1ccc(NC(=O)Nc2ccc3nc(N4CCN(C)CC4)cc(C)c3c2)cc1C,-6%[10.9 µM],?,?,13µM*
COc1ccc(CN2COc3ccc4c(C)cc(=O)oc4c3C2)cc1,3%[10.9 µM],-3%,-2.0%,-2%
CCC(C(=O)Nc1cc(C)nn1-c1nc(C)cc(C)n1)c1ccccc1 (configuration not stated),-14%,8%,0.2%,5%
Cc1cccc(C2CC(c3ccccc3)Nc3ncnn32)c1 (configuration not stated),-6%,4%,-1.0%,-8%
O=C(Cn1nnc(-c2ccccc2NC(=O)C2CC2)n1)NC1CCCCC1,-15%,-3%,0.4%,-13%
CC(=O)C1C(c2cccc(Oc3ccccc3)c2)NC(=O)NC1(O)C(F)(F)F (configuration not stated),-4%,0%,0.6%,-8%
CC(OC(=O)c1cc2c(ccc3ccccc32)oc1=O)c1nc2ccccc2s1 (configuration not stated),/,16%,/,10%
O=C(Nc1cccc(F)c1)NC1CC2CCCC(C1)N2C1CC1 (configuration not stated),1%,-12%,0.2%,-11%
Nc1c(C(=O)N2CCCCC2)sc(=S)n1-c1ccccc1,0%,-4%,-0.6%,-5%
COc1ccccc1N1CCN(C[C@@H](O)COc2cccc3ccccc23)CC1,-17%,-12%,?,?
Cc1cc2n(c1)CCn1c(C)ccc1-2,4%,-1%,8.5%,-5%
CCn1c(SCC(=O)N2CCOCC2)nc(O)cc1=O,-7%,-2%,-2.6%,3%
CC1=Nc2cc(C(=O)NCCc3ccc(Cl)cc3)ccc2Sc2ccc(C)cc21,-17%[10.9 µM],2%,?,8%
C=CCn1c(SCC(=O)NC2CCCCC2)nnc1-c1sc(N)nc1C,-2%,3%,0.9%,4%
CN(C)c1ncc2ncc(=O)n(Cc3ccc(F)cc3)c2n1,/,3%,1.4%[11.4 µM],-3%
O=C(Cn1c(=O)n(Cc2ccco2)c(=O)c2cc(Cl)ccc21)NCC1CCCO1 (configuration not stated),-3%,7%,0.1%,-10%
O=C(Nc1ccc(-c2nc3ccccc3o2)c(O)c1)c1cc(-n2cnnc2)ccc1Cl,3%,?,?,?
COc1cc(-c2nc(-c3ccc(C)nc3OC)no2)cc(OC)c1OC,-1%,0%,1.4%,5%
N#CC1=C(N)Oc2cc(N)ccc2C1C1CCCCC1 (configuration not stated),-22%,-10%,1.8%,0%
CCn1c2ccc(F)cc2c2nnc(SCCN3CCCCC3)nc21,-17%[10.9 µM],-26%,-0.8%,23%
CCCCC(=O)Nc1cc(C)c2c(=O)oc3ccccc3c2n1,3%,10%,-1.3%,2%
CC1(C)CC(=O)C(C=NC(CCC(N)=O)C(=O)O)=C(O)C1 (configuration not stated),-4%,-8%,-0.9%,-13%
Cc1ccc(NCc2nnc(SCC(=O)NCc3ccco3)n2CC2CCCO2)c(C)c1 (configuration not stated),/,4%,2.5%,7%
CCOC(=O)c1c(S(=O)(=O)N2CCCC(C(=O)N(C)Cc3ccccc3)C2)c(C)n(C)c1C (configuration not stated),?,-6%,-3.5%,7%
O=C(CN1C(=O)CC(c2ccccc2)=Nc2ccccc21)Nc1ccc(Br)cc1,-22%[10.9 µM],-2%,?,-10%
O=C(c1ccc(OCC2CCCO2)cc1)N1CCN(c2ccccc2)CC1 (configuration not stated),-21%,-8%,1.8%,-8%
Cc1ccc(C)c(NC(=O)CSc2n[nH]c(-c3ccncc3)n2)c1,3%,21%,0.2%,8%
CCOC(=O)C1C(=O)NC(SCC(N)=O)=C(C#N)C1c1ccccc1OCC (configuration not stated),-8%,-2%,0.2%,5%
C[C@H](Br)C(=O)Nc1ccc(C(=O)O)c(O)c1,13%[10.9 µM],-6%[9.22 µM],-0.9%[11.4 µM],-11%[9.22 µM]
COc1ccc(OC)c(S(=O)(=O)Nc2ccc3[nH]c(=O)[nH]c3c2)c1,3%[10.9 µM],-18%,-1.0%,-14%
C=CCNc1nc(-c2sc(NC(C)=O)nc2C)cs1,-13%,13%,-5.9%,-2%
CN(CC(=O)Nc1ccc(F)c(F)c1F)c1cnccn1,-28%,?,?,-15%
COc1ccc(CCNC(=O)CCn2c(=O)c3cccn3c3cccnc32)cc1OC,-9%[10.9 µM],1%,-0.4%,8%
O=C(c1ccccc1Cl)n1nc(-c2cccnc2)nc1NCc1ccc(F)cc1,17%[10.9 µM],8%,?,4%
CCOCCCNC(=O)c1c(NC(=O)c2cc(=O)c3ccccc3o2)sc2c1CCC2,-6%[10.9 µM],8%,?,9%
Cc1cccc(OCCn2c(NC(=O)c3ccco3)nc3ccccc32)c1,-16%,-7%,15%,2%
O=C(C1CC1)N1CCc2cc(Br)cc(S(=O)(=O)NCCCN3CCCC3)c21,-4%,-5%,-1.4%,9%
COc1ccc(NC(=O)CSc2nc3ccccc3n2CC(=O)N2CCCC(C)C2)cc1 (configuration not stated),12%[10.9 µM],3%,-0.6%,-25%
CCN1CCN(CCC(=O)Nc2ccccc2OC)CC1,-10%,-6%,0.8%,3%
Cc1nn(-c2ccccc2)c2[nH]c(=O)c(CNc3ccc(N4CCOCC4)cc3)cc12,-18%,1%,0.9%,-10%
CCOc1ccc(N2C(=O)CC(Sc3nccc(C)n3)C2=O)cc1 (configuration not stated),-10%,-1%,0.9%,0%
# (list continues)
SMILES,Peg3 imprint,p53ts 32C tox,IkB sig inh,p53ts 39C tox
CC12CNCC(C)(CN(C(c3ccccc3)c3ccccc3)C1)C2,/,-2%,/,-3%
COc1ccc(N2CCN(S(=O)(=O)c3c(C)nc4scc(C)n4c3=O)CC2)cc1,-10%[10.9 µM],5%,-3.2%,-18%
O=C(Nc1nc(-c2nc3ccccc3s2)cs1)c1ccco1,-19%,-11%,-8.6%,16%
COc1ccccc1NC(=O)C1=C(C)NC(=O)NC1c1ccccc1F (configuration not stated),-12%,0%,1.6%,13%
CSc1nc2sc3c(c2c(=O)[nH]1)CCCC3,/,-9%,/,-14%
NC(=O)C1CCN(C(=O)CSc2ccccn2)CC1,-3%,3%,0.0%,7%
COc1ccc(OC)c(S(=O)(=O)N(C)CC(=O)O)c1,?,2%,-4.8%,6%
Cc1ccccc1Cn1ccc(NC(=O)CCSc2nc(-c3ccco3)cc(C(F)(F)F)n2)n1,-10%,12%,?,11%
COCCN1Cc2c(sc(C)c2C)N(C(=O)c2ccccc2)C1,-46%[inhibitor],-34%,-0.1%,-17%
CCOc1ccccc1NC(=O)c1cccc2c1C(=O)N(CCOC)C2,-10%,6%,0.7%,5%
O=C1Nc2c(c(=O)[nH]c(=O)n2-c2ccc(Cl)cc2)C1(NS(=O)(=O)c1ccccc1)C(F)(F)F (configuration not stated),-3%[10.9 µM],10%,2.0%,2%
CCC(C(=O)Nc1ccccc1OC)n1nc(C)c2sc3ccccc3c2c1=O (configuration not stated),3%[10.9 µM],2%,?,7%

# 3 compounds out of the list, sorted by SMILES length, highest first.
SMILES,Peg3 imprint,p53ts 32C tox,IkB sig inh,p53ts 39C tox
COc1ccc(N2CCN(S(=O)(=O)c3c(C)nc4scc(C)n4c3=O)CC2)cc1,-10%[10.9 µM],5%,-3.2%,-18%
CCOc1ccccc1NC(=O)c1cccc2c1C(=O)N(CCOC)C2,-10%,6%,0.7%,5%
CSc1nc2sc3c(c2c(=O)[nH]1)CCCC3,/,-9%,/,-14%

# Continuation:
SMILES,Peg3 imprint,p53ts 32C tox,IkB sig inh,p53ts 39C tox
Cc1cccc(OCC(=O)Nc2ccc(S(=O)(=O)N3CCN(C)CC3)cc2)c1,/,-9%,/,2%
Cc1cc(NS(=O)(=O)c2ccc(-c3ccccc3)cc2)no1,/,-8%,1.4%,-9%
Cc1ccc(C(=O)Nc2cccc(O)c2)cc1S(=O)(=O)N1CCCCCC1,-12%[10.9 µM],8%,11%,?
COC(=O)c1sccc1NC(=O)c1cccnc1,-9%,7%,-0.4%,-2%
O=C(CCCn1c(=O)c2cccn2c2ccccc21)NCCc1ccc(Cl)cc1,-22%[10.9 µM],10µM*,?,13µM*
N#Cc1c(N)oc(-c2cccs2)c1-c1cccs1,-7%,6%,6.4%,-1%

# Shown as labelled records: 3 of the compounds above.
SMILES: O=C(c1ccc(OCC2CCCO2)cc1)N1CCN(c2ccccc2)CC1 (configuration not stated)
  Peg3 imprint: -21% | p53ts 32C tox: -8% | IkB sig inh: 1.8% | p53ts 39C tox: -8%
SMILES: Cc1ccc(C)c(NC(=O)CSc2n[nH]c(-c3ccncc3)n2)c1
  Peg3 imprint: 3% | p53ts 32C tox: 21% | IkB sig inh: 0.2% | p53ts 39C tox: 8%
SMILES: CCOC(=O)C1C(=O)NC(SCC(N)=O)=C(C#N)C1c1ccccc1OCC (configuration not stated)
  Peg3 imprint: -8% | p53ts 32C tox: -2% | IkB sig inh: 0.2% | p53ts 39C tox: 5%
